# Compound activity (PubChem)
# mcGAS MS inh – inhibitors of Mus musculus cyclic GMP-AMP synthase, initial high-throughput assay, cell-free, RapidFire MS. Q8C6L5. recombinant mouse cGAS, cGAMP by RapidFire MS. inhibition, % at 12.5 µM. 0.18% of 130,000 active. AID 1259397, 2018;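 active means inhibition of cGAS enzyme activity at or above 60%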;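 further: enzyme stimulated by 45 bp dsDNA with ATP and GTP substrates; cGAMP share of summed cGAMP plus half ATP and half GTP signals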
# Target sequence (Q8C6L5 whole entry, looked up): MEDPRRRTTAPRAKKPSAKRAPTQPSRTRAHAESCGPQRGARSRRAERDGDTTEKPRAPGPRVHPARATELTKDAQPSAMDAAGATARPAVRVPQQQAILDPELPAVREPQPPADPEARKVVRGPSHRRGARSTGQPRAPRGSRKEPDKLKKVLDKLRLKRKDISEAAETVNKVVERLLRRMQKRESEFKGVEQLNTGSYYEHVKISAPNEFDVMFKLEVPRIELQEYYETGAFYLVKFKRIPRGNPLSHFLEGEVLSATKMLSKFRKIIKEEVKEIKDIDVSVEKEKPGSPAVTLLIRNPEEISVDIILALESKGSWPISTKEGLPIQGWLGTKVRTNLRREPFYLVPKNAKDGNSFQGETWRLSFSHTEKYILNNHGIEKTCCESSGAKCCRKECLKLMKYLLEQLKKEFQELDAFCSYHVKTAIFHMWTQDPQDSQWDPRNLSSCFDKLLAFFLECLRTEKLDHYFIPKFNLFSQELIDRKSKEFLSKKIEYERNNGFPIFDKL
# Starred values were filed as active, the others as inactive; & = joins results of further samples. Not all compounds are listed, so the mix of outcomes need not match the whole.
SMILES,mcGAS MS inh
N#Cc1cc(Oc2cccnc2)c(Oc2cccnc2)cc1C#N,-2
CCOC1CCCN(C(=O)c2cnn(-c3ccccc3)c2CC)C1 (centres undefined),-6
O=C(Cn1ncc(Cl)c(Cl)c1=O)c1ccc2c(c1)CCC2,-13
COc1ccc(S(=O)(=O)NCc2ccc3c(c2)OCO3)cc1OC,10
COC(=O)c1ccc(C2c3c(oc4ccc(F)cc4c3=O)C(=O)N2c2cc(C)on2)cc1 (centres undefined),-6
COCCN1CCC(N(Cc2nnc(C3CC3)n2C)C(C)=O)C1 (centres undefined),-46
Cc1nnc(NC(=O)CSc2nnc(CNC(=O)COc3ccccc3)n2-c2ccc(Br)cc2)s1,4
Cc1nn(-c2ccccc2)c(C)c1CC(=O)NCCc1n[nH]c2c1CCCC2,-23
O=C(NCc1ccc2c(c1)OCO2)C1CSC2(CCNCC2)N1 (centres undefined),-2
COc1ccccc1C1=COc2cc(OCc3ccc(C)cc3)ccc2C1O (centres undefined),-1
CNC(=O)NC(=O)C(C)N1CCCC(CN(C(=O)OC(C)(C)C)C(C)C)C1 (centres undefined),-4
COc1cc(Cl)c(C)cc1-n1ccn(CC(=O)c2ccc(F)cc2)c(=O)c1=O,-4
COCC(=O)N1CCc2c([nH]c3ccccc23)C1c1ccc(OC)cc1F (centres undefined),-8
COc1ccc(C(CNC(=O)Nc2cccc3ccccc23)N2CCOCC2)cc1OC (centres undefined),0
Cc1cnc(C)c(-c2ccccc2C(=O)N(C(C)C)C(C)C)n1,-24
CCn1ncc(C2=NC(NNC3OC(=O)c4ccccc43)=NC(C(F)F)C2)c1C (centres undefined),5
O=C(Nc1cccc2cccnc12)c1ccc(N2C(=O)[C@@H]3[C@H](C2=O)[C@@H]2C=C[C@H]3C2)cc1,-15
Cc1cc(C)c(S(=O)(=O)N(C)C(=O)C=C(C2CC2)C2CC2)c(C)c1,-8
Cc1c(C(=O)N2CCCCC2)c(C(F)(F)F)nn1C1CCCN(C)C1 (centres undefined),-4
OC(c1ccc(Cl)c(F)c1)c1ncc(-c2cccc3ccccc23)[nH]1 (centres undefined),-6
CCn1c(C)cc(O)c(C(c2ccccn2)N2CCCCC2)c1=O (centres undefined),-11
O=C(NCCc1ccccc1)C1CC(=O)N(Cc2ccccc2)C(=Nc2ccc(Cl)cc2)S1 (centres undefined),-7
N#CNC1=NCN(CCN2CCOCC2)CN1,-8
CCCCSC1=NN2CCCC(=O)N=C2S1,-7
Cc1cc(S(=O)(=O)Nc2c(C)nn(C(C)C)c2C)ccc1F,-17

# Sorted by heavy-atom count (rising): some entries from above
SMILES,mcGAS MS inh
COCCN1CCC(N(Cc2nnc(C3CC3)n2C)C(C)=O)C1 (centres undefined),-46
CNC(=O)NC(=O)C(C)N1CCCC(CN(C(=O)OC(C)(C)C)C(C)C)C1 (centres undefined),-4
CCn1ncc(C2=NC(NNC3OC(=O)c4ccccc43)=NC(C(F)F)C2)c1C (centres undefined),5

# (more compounds)
SMILES,mcGAS MS inh
Cc1nc2ccncc2cc1C(=O)N1CCN(C)C(=O)C1,-30
CCOC(=O)c1nn(-c2ccccc2Cl)c(=O)cc1OCC,-4
Cn1cc(Nc2cccc(C(=O)NC3CCc4cc(Cl)ccc43)c2)cn1 (centres undefined),4
COc1nc(C)ccc1CNC(=O)c1ccc(-c2nc(C)cs2)cc1,-2
Cn1c(SCC(=O)C(C)(C)C)nnc1-c1ccc(Cl)cc1,0
Cc1oc(-c2cc(F)cc(F)c2)nc1COc1ccc(CC(N)=O)cc1,-19
CSC1=NC(C)(C)CC12C=CC(=O)C(C)=C2 (centres undefined),-5
CN1CCCN(C(=O)CC(c2ccccc2)c2ccccc2F)CC1 (centres undefined),-12
O=C(c1scc2c1OCCO2)N1CC[C@@H](c2ccc(F)cc2)[C@H](O)C1,-33
CC(Cc1ccsc1)Nc1cnn(C)c(=O)c1Br (centres undefined),-12
Cc1ccc(NC(=O)c2sc(=O)n(Cc3ccc(C(=O)N(C)C)cc3)c2C)cc1,-1
COC(=O)C1=CN(C(C)c2ccccc2)C=C(C(=O)OC)C1c1cc(OC)c(OC)c(OC)c1 (centres undefined),2
C=CCNc1nc(C2(C)CC3(CC(C)OC3=O)C(=O)O2)cs1 (centres undefined),3
COc1ccc2c(C)ccnc2c1,-3
FC(F)(F)CCc1nc(-c2ccccn2)no1,-17
COCCc1noc(C2(c3ccccc3)CCN(C(C)=O)CC2)n1,-2
COCCN1CCN(C(=O)CCc2nnc(CCc3ccc(OC)cc3)o2)CC1,-2
CN1CC2(CCCN(CCCn3cccc3)CC2)OC1=O (centres undefined),-13
CCn1cnnc1C(C)NC(=O)c1nc(-c2ccccc2)cs1 (centres undefined),-16
CC(=O)NC1C(=O)n2c(nc3ccccc32)C(C(C)=O)C1c1ccccc1 (centres undefined),-1
O=S(=O)(c1ccc(F)cc1)N1CCOCC1,-6
COc1ccccc1CN1C(=O)C(C)(C)ON=C1c1ccco1,-6
Cc1nonc1CC(=O)N1CCCC(CNC(=O)C2(c3ccc(Cl)cc3)CC2)C1 (centres undefined),-5
O=C(Nc1ccccc1F)NC1CCN(Cc2ccccc2)CC1,-12
O=C(NCCC1CC2CCC1C2)C(=O)Nc1ccc(N2CCOC2=O)cc1 (centres undefined),-10

# Later entries.
SMILES,mcGAS MS inh
CC(C)Oc1ccc(C#N)cc1NC(=O)NC(C)C(=O)NC(C)(C)C (centres undefined),-4
COC(=O)c1c(SC)nn(-c2cc(Nc3ccccc3)ncn2)c1N,-2
O=C1C[C@H]2CC[C@@H](CN1)N2C(=O)Cc1ccsc1,-11
Cc1ccc2nc(/C(Cl)=C/c3cccc(OCc4cccc(C#N)c4)c3)cc(=O)n2c1,-36
CCOC(=O)N1CCN(c2nc(Nc3ccc(C)c(Cl)c3)c3nccnc3n2)CC1,-4
O=C(C[n+]1ccc2ccccc2c1)c1ccc2c(c1)OCCO2,-3
FC(F)(F)c1cc(Cl)c2nnc(SCCN3CCSCC3)n2c1,-1
CCOc1ccc(-n2c(C)c(C)n3c4c(=O)[nH]c(=O)n(C)c4nc23)cc1,-6
CC(CNS(C)(=O)=O)OC(=O)C1CC2CCC1C2 (centres undefined),-13
CSc1ccc(CN(C(=O)c2cc(C)[nH]c(=O)c2)C2CC2)cc1,-42
CSc1nc2c(c(=O)n1-c1ccccc1)SCC2,0
COc1ccc(CCN2CC(NC(=O)c3cc[n+]([O-])cc3)CC2=O)cc1 (centres undefined),3
CCCc1cc(N2CCCC(CN3CCCC3=O)C2)nc(C)n1 (centres undefined),-19
C=CCn1c(SCC(=O)Nc2cccc(NC(C)=O)c2)nc2ccccc2c1=O,-10
O=C(NCc1nc2ccccc2n1CC1(O)CCCCC1)c1ccccc1,-27
Cc1ccc(N=Cc2nc(-c3cccc4ccccc34)oc2O)cc1Cl,-3
CNC(=O)NC(=O)CSc1nc(N)c2c3c(sc2n1)CCCCC3,2
Cc1ccccc1-c1noc(CN2CCCC2c2nc(-c3ccccn3)no2)n1 (centres undefined),-11
COc1ccc(NC(C)=O)cc1NC(=O)CN1CCSc2ccccc21,-2
CCCn1nc(C(=O)Nc2ccc(C)c(C)c2)ccc1=O,-4
CC(Sc1nnc(Nc2ccccc2Cl)s1)C(=O)NC1CC1 (centres undefined),-15
COCCN(CC1CCN(Cc2ccccc2F)CC1)C(=O)c1ccco1,8
COc1cc(/C=C2\C(=N)N3N=CSC3=NC2=O)cc(Br)c1OC(=O)c1ccco1,15
CCN(CC1CCOC1)CC(O)c1cc(C)ccc1C (centres undefined),1
Cc1nc(C)n(CCCn2cc(-c3ccnc4ccccc34)nn2)n1,-14

# Remaining list, next part:
SMILES,mcGAS MS inh
COc1ccc(OC2CCN(C(C)=O)CC2)c(C(=O)NC(C)c2cn(C)nc2C)c1 (centres undefined),-15
COc1ccccc1CN1C(=O)O[C@@H]2CN(C(=O)C(=O)c3ccco3)C[C@@H]21,-10
O=C(CCc1nnc(Cc2ccc3c(c2)OCO3)o1)NC1Cc2ccccc2C1,5
Cc1ccc(S(=O)(=O)NCCn2ncccc2=O)c(C)c1,-7
O=C(NC1CC1)c1ccccc1NC(=O)C1Cc2ccccc2O1 (centres undefined),-8
COc1ccccc1C(CNC(=O)c1ccc(C2SCCS2)cc1)N(C)C (centres undefined),-14
Cc1cccc(C2(O)CCN(C(=O)CCc3ccccc3)CC2)c1C,-8
Cc1ccccc1Cc1nn[nH]n1,2
O=C(O)CC1C(=O)NCCN1CC1CCCCC1 (centres undefined),9
CN(C)c1noc(-c2ccco2)n1,0
Nc1ccc([N+](=O)[O-])cc1NS(=O)(=O)c1ccc2ccccc2c1,-2
O=C(C1CCCN1c1ncccn1)N1CCc2c(Cl)cccc2C1 (centres undefined),-1
CCC(NC(=O)CCNC(=O)c1ccccc1F)c1cccs1 (centres undefined),-16
O=C(CCN1CCSC1=O)NCc1cccc(Cl)c1,-10
CCC1CN(C(=O)CSc2nnc(-c3ccc(F)cc3)n2C)CCO1 (centres undefined),-1
O=C(O)CN1C(=O)CSC1=S,1
C[C@H](NCCc1ccc(O)cc1)[C@H](O)c1ccc(O)cc1,2
CCS(=O)(=O)c1nnnn1C,-5
CC(NC(=O)COC(=O)C=Cc1ccc(I)o1)C1CC2CCC1C2 (centres undefined),-4
Cn1cnnc1Sc1nc([N+](=O)[O-])nn1C,2
CC(C)(CNC(=O)CCc1nnc(-c2ccccc2)o1)N1CCOCC1,5
CCn1c(=O)[nH]c2cc(C(=O)NCc3ccccc3)ccc2c1=O,-19
CCCCn1c(=O)[nH]c(=O)c2c1nc(CSC1CCCC1)n2C,21
O=C(CSc1ccc(S(=O)C(F)(F)F)cc1[N+](=O)[O-])OCC(F)(F)C(F)F (centres undefined),-7
CCCCc1ccc(NC(=O)CSc2nc(CC)nc3c2c(=O)n(C)c(=O)n3C)cc1,7

# A run of entries of the results above, for reference:
SMILES,mcGAS MS inh
Cn1cnnc1Sc1nc([N+](=O)[O-])nn1C,2
CC(C)(CNC(=O)CCc1nnc(-c2ccccc2)o1)N1CCOCC1,5
CCn1c(=O)[nH]c2cc(C(=O)NCc3ccccc3)ccc2c1=O,-19
CCCCn1c(=O)[nH]c(=O)c2c1nc(CSC1CCCC1)n2C,21
O=C(CSc1ccc(S(=O)C(F)(F)F)cc1[N+](=O)[O-])OCC(F)(F)C(F)F (centres undefined),-7
CCCCc1ccc(NC(=O)CSc2nc(CC)nc3c2c(=O)n(C)c(=O)n3C)cc1,7

# Additional entries follow.
SMILES,mcGAS MS inh
CC(C)Nc1ccc(C(=O)N2CCC(O)(c3ccccc3)CC2)cn1,4
CCCCNC(=S)NCCc1cc2cc(C)c(C)cc2[nH]c1=O,2
Cc1ccc2oc(CN3CCOC(CN)C3)c(C)c2c1 (centres undefined),-21
Cc1ccccc1N1C(=O)c2ccc(C(=O)OC(C)C)cc2C1=O,-4
CC(C)NC(=O)c1ccnc(-c2ccnc3[nH]ccc23)c1,-15
COc1ccc2nc(C3CC3)cc(C(=O)O)c2c1,2
CC(=O)c1cc(C(=O)O)n(C)c1,2
CN(Cc1ccc(N(C)C)cc1)C(=O)NC1COc2ccccc21 (centres undefined),-4
Cc1ccc2nc(CNc3cc(N4CCCC4CO)ncn3)cn2c1 (centres undefined),-9
CN(C(=O)c1cc(S(=O)(=O)N(C)C)ccc1Cl)C1CCc2ccccc21 (centres undefined),-7
Cc1cc2cc(CNC(=S)Nc3ccccc3)ccc2[nH]1,5
Cn1cc(S(=O)(=O)Cc2ccc(Br)cc2)c2ccccc21,7
COC(=O)Cc1ccc(NC(=S)N2CCC(C(N)=O)(N3CCCCC3)CC2)cc1,-4
CC1=NN(C(=Nc2nnc(C)s2)n2ccnc2)[C@H](c2ccc(C)cc2)S1,1
COc1ccc(OC2CCN(C(=O)C3=CC(=O)CC(C)(C)O3)CC2)cc1,0
Cc1cc([N+](=O)[O-])cc(S(=O)(=O)N(C)CC(=O)N2CCCC2)c1C,-7
Cc1nn(-c2ccccc2Br)c(C)c1CCC(=O)NN1CCOCC1,-14
O=C(NNC1=NCCC1)c1cccc(Br)c1,-17
CC(=O)Nc1cccc(OCc2ccon2)c1,-11
Cc1ccc2c(c1)OC1(NC2=O)C(=O)N(C)c2ccccc21 (centres undefined),-2
O=C(Nc1nnc(C2CC2)s1)NC(c1ccc(F)cc1)C1CCCC1 (centres undefined),2
COCCCNc1nc2nonc2nc1NC1CCc2ccccc21 (centres undefined),-7
Cc1ncc(C)c(N2CCC(CO)(Cc3cccc(C(F)(F)F)c3)CC2)n1,-45
COc1ccc(CN(C)C(=O)Nc2ccccc2OCC(C)C)cc1,0
CC(=O)N(C)Cc1cccc(NC(=O)N(CCO)CC(C)(C)C)c1,-25

# Reprinted at random: 4 entries already listed
SMILES,mcGAS MS inh
COC(=O)Cc1ccc(NC(=S)N2CCC(C(N)=O)(N3CCCCC3)CC2)cc1,-4
O=C(NNC1=NCCC1)c1cccc(Br)c1,-17
Cc1ccc2nc(CNc3cc(N4CCCC4CO)ncn3)cn2c1 (centres undefined),-9
CN(C(=O)c1cc(S(=O)(=O)N(C)C)ccc1Cl)C1CCc2ccccc21 (centres undefined),-7

# (continued)
SMILES,mcGAS MS inh
COc1ccccc1OCC(=O)OCc1cc(-c2ccc3c(c2)OCO3)on1,-6
CCC(C)Nc1ncnc2c1nnn2C (centres undefined),-13
CCNC(=O)c1c(NC(=O)C(C)Cn2nc(C)nc2C)sc2c1CCCC2 (centres undefined),-15
C=CCN(Cc1cccc(OC)c1)C(=O)c1cc2cccnc2nc1C,-14
CSCCC(=O)N1CCC(Oc2cccc(C(=O)NCc3cccnc3)c2)CC1,3
OC(c1ccccc1)c1ncc(-c2cccc(F)c2)[nH]1 (centres undefined),-8
CCn1nnc2c(N3CCCCC3)ncnc21,-11
CN(C)c1ccc(C(O)(c2ncnn2C)C(F)(F)F)cc1 (centres undefined),1&14
CC(C)(C)C1C=C(C2=CC(C(C)(C)C)SC2=O)C(=O)S1 (centres undefined),-6
